Bioassay records from PubChem BioAssay.
PNC assembly inh = blocks assembly of the perinucleolar compartment | activity change (PNC), negative = inhibition, % at 10 µM | PC3M PTB-GFP, PNC prevalence imaging, 16 h; hits give low values | AID 2417 | 3.1% of 140,000 active;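 active = readout at or below -70, meaning at least 70% loss of cells showing the perinucleolar compartment, a nuclear body marking cancer cells; inconclusive = readout between -30 and a set limit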;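 also: plate controls were DMSO wells for no effect and camptothecin positive control wells for full effect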
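Read-out is percentage of cells bearing a perinucleolar compartment, from automated 20x imaging of fixed, Hoechst-stained PC3M PTB-GFP cells. Cells were seeded 4 h, then exposed 16 h to compound (23 nl of library stock) in duplicate plates.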
ALOX15B inhib = blocks human 15-lipoxygenase 2 activity; AID 881; O15296; 0.56% of 110,000 active; Potency, µM (doses to about 57.1 µM), for the others: at the highest dose activity change, negative = inhibition, actives largely listed as inhibitors; purified 15hLO-2, xylenol orange hydroperoxide absorbance; also: potency is read from the fitted curve at half-maximal effect; nearly all actives have a fitted effect of over 60% in size; many of its hits are not listed in these tables
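Purified human 15hLO-2 (50 nM) preincubated 15 min with compound, then 45 uM arachidonic acid for 90 min at RT in 25 mM Hepes pH 7.5, 0.01% Triton X-100. Hydroperoxide detected by Fe-xylenol orange; 573/405 nm absorbance ratio.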
IMPase inh = membrane-permeable compound that blocks inositol monophosphatase. CHO-M1 cells, IP1 accumulation, HTRF TR-FRET ratio. AID 901. inhibition (IP1 accumulation), % at 46.1 µM. 120,000 tested, under 10 active. P97697; active = well fitted curve in the direction sought with a large enough effect in the signal ratio, not every such curve was filed as active; inconclusive = small, poorly fitted or top-dose-only effect, or a change in a side signal; inactive = no such curve, though single readings can be large or run the other way; the % refers to the signal ratio;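 also: cells stimulated with carbachol in lithium chloride buffer; plate controls were DMSO basal wells for no effect and reference inhibitor wells for full effect; higher means more IMPase inhibition seen as more IP1 and lower FRET ratio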
Target sequence (P97697 whole entry, looked up): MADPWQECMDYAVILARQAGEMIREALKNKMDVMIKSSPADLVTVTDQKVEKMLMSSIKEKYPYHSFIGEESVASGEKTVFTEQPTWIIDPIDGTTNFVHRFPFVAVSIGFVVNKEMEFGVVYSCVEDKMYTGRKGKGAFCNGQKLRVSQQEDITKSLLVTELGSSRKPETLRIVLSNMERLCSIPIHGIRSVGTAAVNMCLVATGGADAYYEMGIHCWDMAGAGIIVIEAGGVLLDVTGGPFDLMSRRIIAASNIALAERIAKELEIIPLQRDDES
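Cellular IMPase inhibition is scored as a rise in cytosolic IP1, detected by competitive TR-FRET between d2-labelled IP1 and a europium anti-IP1 antibody. M1-expressing CHO cells were stimulated with carbachol for 30 min at 37C, with lithium (50 mM LiCl) present in the buffer.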
12-hLO inh = blocks human 12-lipoxygenase activity; 0.12% of 150,000 active; P18054; Potency, µM (highest dose often 57.1 µM), for the others: at the highest dose activity change, negative = inhibition, most hits filed as inhibitors; purified 12-hLO, xylenol orange hydroperoxide absorbance; AID 1452; also: potency is read from the fitted curve at half-maximal effect; nearly all actives have a fitted effect of over 55% in size; many of its hits are not listed in these tables
Target sequence (P18054 whole entry, looked up): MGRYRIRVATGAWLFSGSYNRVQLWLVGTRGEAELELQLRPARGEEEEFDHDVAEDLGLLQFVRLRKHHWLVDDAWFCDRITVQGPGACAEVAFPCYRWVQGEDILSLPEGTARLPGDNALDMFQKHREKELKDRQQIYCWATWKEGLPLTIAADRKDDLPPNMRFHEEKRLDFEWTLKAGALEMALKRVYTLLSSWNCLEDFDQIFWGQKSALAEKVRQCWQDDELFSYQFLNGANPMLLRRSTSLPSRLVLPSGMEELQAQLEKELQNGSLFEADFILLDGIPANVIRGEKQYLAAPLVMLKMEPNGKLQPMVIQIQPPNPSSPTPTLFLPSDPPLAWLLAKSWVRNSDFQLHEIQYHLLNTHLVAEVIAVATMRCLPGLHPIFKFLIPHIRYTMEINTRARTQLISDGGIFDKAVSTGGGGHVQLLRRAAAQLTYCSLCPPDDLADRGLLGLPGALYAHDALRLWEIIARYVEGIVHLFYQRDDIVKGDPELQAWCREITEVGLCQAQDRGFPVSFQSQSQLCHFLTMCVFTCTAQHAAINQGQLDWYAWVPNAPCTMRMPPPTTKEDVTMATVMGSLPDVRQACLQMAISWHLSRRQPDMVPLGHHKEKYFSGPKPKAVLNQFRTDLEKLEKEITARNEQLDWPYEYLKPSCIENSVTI
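Hydroperoxide formation by human 12-lipoxygenase from 40 uM arachidonic acid was followed colorimetrically via ferric-xylenol orange complex, using the 573/405 nm absorbance ratio. Enzyme concentration was 150 nM, with 30 min reaction at room temperature.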
Starred values were filed as active, the others as inactive; ? = inconclusive; nt = no result given; & = joins results of further samples; [ ] = another dose, or the depositor's remark. Unless noted, calls follow the shape of the dose curve; as a rule, active = well fitted curve in the direction sought with a large enough effect; inconclusive = small, poorly fitted or top-dose-only effect, or another doubt; inactive = no such curve, though single readings can be large; an effect the other way counts as inactive or inconclusive. Unless noted, % is scaled to controls: 0 for no effect and ±100 for the full control effect. Not all compounds are listed (hit frequency here may not be typical).

Below each SMILES – PNC assembly inh, ALOX15B inhib, IMPase inh, 12-hLO inh
CN1C(=O)c2ccc(NC(=O)c3ccc(N4CCCCC4)c([N+](=O)[O-])c3)cc2C1=O
  -8, nt, -5, 3%
COc1ccccc1OCc1ccc(C(=O)Nc2ccccc2F)cc1
  46, nt, 3, 1%
O=C1c2ccccc2-c2onc3ccc(Oc4ccccc4)c1c23
  -11, nt, 5, -2%
O=C(NC12CC3CC(CC(C3)C1)C2)c1ccc(S(=O)(=O)N2CCOCC2)cc1
  ?, -4%, 2, -5%
CCOC(=O)COn1c(=O)c(=O)n(O)c2ccccc21
  10, -8%, 2, -8%
O=C(COc1ccc2ccccc2c1)Nc1ccc2c3c(cccc13)CC2
  ?, nt, nt, 1%
CN(C)c1ccc(/C=C/C(=O)c2cccc(Br)c2)cc1
  42, 5%, -4, -4%
CCOC(=O)C1=C(C)NC(C)=C(C(=O)OCC)C1c1ccccn1
  ?, -2%, -3, -1%
COc1ccccc1NC(=O)CCn1cccc1
  28, -1%, -12, 11%
COc1ccc(-c2cc3nc(C)cc(N)n3n2)cc1
  3, 8%, 3, 0%
COCCNS(=O)(=O)c1cc(OC)c(Cl)cc1Cl
  -25, -3%, 13, -3%
COc1ccccc1NS(=O)(=O)c1cccc(C(=O)OCc2nc3ccccc3s2)c1
  -8, nt, nt, -5%
Cc1[nH]c2ccccc2c1C(=O)CN1CCSCC1
  0, -6%, 10, -1%
COC(=O)c1ccccc1S(=O)(=O)Nc1ccc(OC)nc1
  -20, 0%, ?, -3%
Cc1ccc(S(=O)(=O)N2CCC(C(=O)N3CCN(Cc4ccccc4)CC3)CC2)cc1
  -3, nt, 1, -5%
Cc1cc(C)cc(NC2=NC3(CCCCC3)N=C(N)N2)c1
  ?, 34%[activator], 7, -4%
COc1ccc(NC(=O)CC#N)cc1OC
  4, -10%, 3, -5%
COc1ccc(CN(Cc2ccccn2)S(=O)(=O)c2ccc(-n3cnnn3)cc2)cc1
  -25, -4%, -3, 2%
O=C(CCn1c2c(c3ccccc31)CCCC2)NNC(=O)c1ccc([N+](=O)[O-])cc1
  7, nt, 1, -5%
CC1(C)C(=O)OC(C(=O)c2ccccc2)C2(CCCCC2)C1=O (stereo not drawn)
  ?, nt, nt, 1%

The list continues:
Below each SMILES – PNC assembly inh, ALOX15B inhib, IMPase inh, 12-hLO inh
CC(=O)c1ccc(Oc2cc(C)nc(N3CCOCC3)n2)cc1
  ?, nt, nt, 0%
O=C(Nc1cccnc1)c1c(F)c(F)c(F)c(F)c1F
  -107*, -4%, 3, 5%
COc1cc(C2C(C#N)=C(N)Oc3cc(N(C)C)ccc32)cc2c1OCO2 (stereo not drawn)
  7, 12%, 0, 1%
CN(C)/C=C/C(=O)c1ccc(Cl)cc1
  -12, 2%, 1, ?
Cc1ccc(S(=O)(=O)c2cc3ccccc3oc2=Nc2ccc3c(c2)OCO3)cc1
  -13, -6%, 3, -4%
Cc1ccc(CC(NC(=O)c2ccccc2)C(=O)NC(C)C(=O)O)cc1 (stereo not drawn)
  9, 2%, -1, 0%
COc1ccc(Cl)cc1N1C(=O)C2CCCN2C1c1ccc(F)c(F)c1 (stereo not drawn)
  26, 0%, 0, 4%
Cn1nc(C(F)(F)F)c(C(=O)Nc2cccc(C(F)(F)F)c2)c1SCc1ccc(Cl)cc1
  44, nt, 13, -22%
O=C(NCC1COc2ccccc2O1)c1ccc(NC(=O)c2ccco2)cc1 (stereo not drawn)
  -23, -1%, 8, 3%
O=[N+]([O-])c1cc(Cl)c(Cl)c(Cl)c1Cl
  nt, 8%, nt, -1%
CCC(C)(C)NC(=O)C(c1ccccc1F)N(C(=O)c1ccn[nH]1)c1ccccc1 (stereo not drawn)
  342, nt, 3, 1%
CCCCCCCC1CC(CSc2ncn[nH]2)OC1=O (stereo not drawn)
  8, nt, 6, 0%
O=C1c2ccc(Oc3ccc4c(c3)C(=O)N(CCCO)C4=O)cc2C(=O)N1CCCO
  -4, -1%, -11, 7%
COc1ccc(C(c2sc3nc(C)nn3c2O)N2CCC(C(N)=O)CC2)cc1OC (stereo not drawn)
  ?, 2%, -1, -10%
O=C(C1CCCO1)N1CCN(C(c2ccccc2)c2ccccc2)CC1 (stereo not drawn)
  ?, -2%, 8, 1%
O=C(N/N=C/c1ccco1)c1ccncc1
  52, -8%, 3, 3%
Cn1nc(-c2ccccc2)c(-c2nc(-c3cccc(C(F)(F)F)c3)no2)c1Cl
  29, 7%, -4, 1%
Cc1cnc(C(=O)Nc2nnc(C3CC3)s2)cn1
  31, 10%, 3, 7%
COc1ccc(-c2nnc3c4ccccc4c(C)nn23)cc1
  -89*, -5%, 9, -2%
COc1ccc(CCNC(=O)CSc2nnc(CNc3ccc(Cl)cc3)o2)cc1OC
  6, nt, ?, -1%

(continued)
Below each SMILES – PNC assembly inh, ALOX15B inhib, IMPase inh, 12-hLO inh
CC1(C)Oc2ccc(NC(=O)C3COc4ccccc4O3)cc2O1 (stereo not drawn)
  4, -2%, 7, -9%
O=C(CNC(=O)/C(=C\c1ccc(F)cc1)NC(=O)c1ccccc1)OCc1ccccc1
  69, -2%, 3, 2%
CCOC(=O)N1CCN(C(=O)CN(c2ccc(Oc3ccccc3)cc2)S(C)(=O)=O)CC1
  54, 1%, -2, 2%
CC1=C(C(=O)OCc2ccccc2)C(C2CC2)NC(=O)N1CCCCCC(=O)O (stereo not drawn)
  nt, 12%, nt, -4%
O=C(CCl)Nc1ccccc1Sc1ccccc1
  ?, 0%, 3, -1%
CN(C)N1C(N)=C(C#N)C(c2ccsc2)C2=C1CCCC2=O (stereo not drawn)
  5, nt, nt, 2%
O=C(C1c2ccccc2C(=O)N2CCc3ccccc3C12)N1CCN(Cc2ccccc2)CC1 (stereo not drawn)
  -18, 2%, 2, -7%
Cc1nc(=O)c(-c2ccccc2)c(C)n1CCO
  ?, 11%, -5, -2%
COc1ccc(NC(=O)CCC(=O)OCc2ccc(C(=O)Oc3ccc(Cl)cc3)cc2)cc1
  ?, -4%, 0, -4%
Cc1ccc(/C=C2/NC(=O)N(Cc3ccccc3F)C2=O)o1
  20, nt, 1, -11%
CCOC(=O)C1Cn2c(nc3c(c2=O)C(C)(CC)Cc2ccccc2-3)S1 (stereo not drawn)
  2, -4%, 4, -11%
O=C(OCC(=O)c1cccs1)c1ccccc1
  -13, -8%, -8, -2%
CCc1cc(C(=O)c2ccccc2OC)c(N)s1
  ?, -14%, 3, -11%
COc1ccc(/C=C/c2nc(N)nc(-c3ccccc3O)n2)cc1OC
  40, nt, nt, 2%
N=c1sccn1CC(=O)Nc1cccc(Oc2ccccc2)c1
  15, 52%[activator], 22, 4%
Cc1ccc2nc(-c3sc4nc(C)cc(C)c4c3N)[nH]c2c1
  20, nt, nt, -8%
O=C(CN1CCCCC1)N1CCCc2ccccc21
  -9, -13%, 1, -4%
COC(=O)c1ccccc1NC(=O)c1c(O)c2c([nH]c1=O)CCCC2
  34, 2%, -8, -2%
Cc1ccccc1OCC(=O)N(Cc1nc(-c2ccccc2)no1)C(C)C
  ?, -1%, 4, -5%
COCCNC(=O)c1ccc(CS(=O)(=O)c2ccc(OC)cc2)o1
  47, nt, -5, -1%

New compounds follow.
Below each SMILES – PNC assembly inh, ALOX15B inhib, IMPase inh, 12-hLO inh
O=C1NCN(c2ccccc2)C12CCN(c1nnnn1-c1ccccc1)CC2
  ?, 0%, 4, -3%
CC(=O)N1N=C(c2ccccc2)CC1c1ccccc1[N+](=O)[O-] (stereo not drawn)
  ?, nt, 7, -1%
CCOC(=O)c1csc(Nc2nc3ccc(F)cc3s2)n1
  -5, 42%[activator], ?, -3%
CN1C(=O)OC2(C)CCc3ccccc3C12C (stereo not drawn)
  ?, -8%, -3, -2%
CCOC(=O)Cn1c(-c2cccnc2Cl)nc2cc(Cl)c(Cl)cc21
  ?, 2%, 5, -5%
CC(C)(C)C(=O)Nc1ccc(C(=O)N/N=C/c2ccccc2OC(=O)c2ccc(Cl)cc2Cl)cc1
  -21, -16%, -1, -6%
Cc1cccc(-n2c(Cc3cc(=O)[nH]c(=O)[nH]3)nnc2SC(C)C)c1
  14, nt, -4, 12%
O=C(CN1CCC(NC(=O)c2ccco2)CC1)Nc1cccc2ccccc12
  -100*, nt, -6, 3%
Brc1nnc2n1-c1ccccc1Sc1ccccc1-2
  -23, nt, 8, -4%
O=C(CSCc1ccco1)Nc1cc(C(F)(F)F)ccc1N1CCOCC1
  30, ?, 6, -22%
Clc1ccccc1CN1CCc2sccc2C1
  8, 7%[25.6 µM], 4[20.6 µM], -2%
COc1cc(C)c(-c2cc(C(=O)O)c(C)o2)cc1C(C)C
  -18, -10%, -1, -2%
CCCCCCNC(=O)c1cc(-c2ccco2)nc2ccccc12
  -14, nt, 3, -17%
Cc1cc2oc(=O)cc(COC(=O)Cn3cnnn3)c2cc1C(C)C
  -10, nt, -15, -3%
CCS(=O)(=O)N1CCN(C2CCC(c3ccccc3)CC2)CC1 (stereo not drawn)
  9, 1%, -2, -13%
O=C(O)c1cc(Cl)c(Cl)cc1C(=O)Nc1cccc2cccnc12
  9, nt, -2, -4%
O=C(CN1C(=O)c2ccccc2C1=O)NCc1ccncc1
  1, -5%, 5, 0%
CCC(C)n1c(SCc2ccc([N+](=O)[O-])cc2)nc2ccsc2c1=O (stereo not drawn)
  -119*, nt, 7, -6%
CCOC(=O)c1ccc(NC(=O)c2c(O)c3ccccc3n(C)c2=O)cc1
  ?, -2%, 3, -7%
C#CCOCCOCCOCCNc1nc(N2CCN(C(=O)Cn3cc(CCCN=C(N)N)nn3)CC2)nc(N2CCN(C(=O)Cn3cc(CCCN=C(N)N)nn3)CC2)n1
  34, nt, nt, 2%

3 structures already listed, ordered by molar mass, smallest number first.
Below each SMILES – PNC assembly inh, ALOX15B inhib, IMPase inh, 12-hLO inh
Clc1ccccc1CN1CCc2sccc2C1
  8, 7%[25.6 µM], 4[20.6 µM], -2%
O=C(O)c1cc(Cl)c(Cl)cc1C(=O)Nc1cccc2cccnc12
  9, nt, -2, -4%
CCC(C)n1c(SCc2ccc([N+](=O)[O-])cc2)nc2ccsc2c1=O (stereo not drawn)
  -119*, nt, 7, -6%

Next part:
Below each SMILES – PNC assembly inh, ALOX15B inhib, IMPase inh, 12-hLO inh
CC(C)(C)n1nnnc1CN(Cc1ccco1)Cc1cc2cc3c(cc2[nH]c1=O)OCO3
  40, -4%, 1, -3%
O=C1C=CC(=C(c2ccc(O)cc2)c2ccc(O)cc2)C=C1
  nt, ?, nt, -7%
CN1CCN(C(=O)c2cc(Cl)ccc2Cl)CC1
  48, -2%, -1, -6%
Cc1ccc(C)c2c1sc(=NC(=O)CN1C(=O)CCC1=O)n2C
  16, 4%, 3, 1%
C=CCNC(=O)c1cc2c(C(F)(F)F)nn(C)c2s1
  37, -12%, -5, -3%
O=C(c1ccc2c(c1)OCO2)N(Cc1ccco1)C1(C(=O)NC2CCCCC2)CCCCC1
  ?, -8%, 6, -2%
CCCC(=O)N1CCN(c2nc(CC(C)C)c3c(c2C#N)CCC3)CC1
  9, 0%, -2, -1%
CNC(=S)SCCOc1ccc(C)cc1
  38, nt, -3, -4%
COc1ccc(COC2OC[C@]3(C)[C@H]4C5=C(CN3C(=O)OC(C)(C)C)[C@H](C)C(CO)C(CO)C5CC[C@@H]24)cc1 (stereo partly drawn)
  nt, -1%, nt, 0%
COc1ccc(C)cc1NC1=C(Cl)C(=O)N(C2CCCCC2)C1=O
  7, -13%, -14, 3%
COc1ccc(N2CCN(C(=O)C34CCC(C)(C(=O)C3)C4(C)C)CC2)cc1 (stereo not drawn)
  -26, -9%, 1, -2%
NCCNS(=O)(=O)c1cccc2cnccc12
  nt, 17%&14%, 1&0, -1%&-6%
CCCCn1c(CNC(=O)C(C)(C)C)nc2ccccc21
  42, nt, -4, 3%
Cc1n[nH]c(C)c1S(=O)(=O)N1CCCC(C(=O)N2CCc3ccccc32)C1 (stereo not drawn)
  -16, 3%, -15, 1%
